Screening data as filed in PubChem.
proCasp7 act – procaspase-7 activators, primary screen, counter-screen for procaspase-3 activator project, biochemical, absorbance, HTS, human; recombinant procaspase-7, Ac-DEVD-pNA absorbance 405 nm; D23A/D198A/D206A triple mutant, cannot self-cleave; scale: DMSO 0, 5 µM enzyme 100; 330,000 compounds, 0.093% hits; activation, % at 8.5 µM; Caspase-7 (Homo sapiens), P55210;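 active = percent activation above the screen-wide mean plus 3 SD, cut at about 25% in these data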
Target sequence (P55210 whole entry D23A/D198A/D206A): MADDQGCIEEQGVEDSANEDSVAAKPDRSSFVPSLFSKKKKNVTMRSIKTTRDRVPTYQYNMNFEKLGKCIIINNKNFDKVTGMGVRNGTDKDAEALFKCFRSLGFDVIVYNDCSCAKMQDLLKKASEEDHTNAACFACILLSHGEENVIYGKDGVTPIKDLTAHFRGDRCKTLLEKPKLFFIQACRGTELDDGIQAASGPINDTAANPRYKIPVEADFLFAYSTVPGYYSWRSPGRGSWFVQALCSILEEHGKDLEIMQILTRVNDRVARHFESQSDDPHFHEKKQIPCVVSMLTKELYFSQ
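Assay system – Uncleavable procaspase-7 mutant enzyme · Quantity – 2 µM procaspase-7 mutant as dispensed · Times – 1 h preincubation, 2 h reaction · Dosing – single nominal 8.5 µM compound dose, 0.8% DMSO final · Buffer or medium – Zinc-free 50 mM HEPES buffer, pH 7.4, with NaCl and Triton X-100 · Detection – Epi-absorbance of released pNA at 405 nm, two timepoints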
GASC-1 inh – inhibitors of GASC-1 histone demethylase, primary screen, biochemical, fluorescence, DELFIA europium; 330,000 compounds, 0.069% hits; inhibition, % at 2.35 µM; GST-JMJD2C(1-420) H3K9me3 demethylation; Lysine-specific demethylase 4C (Homo sapiens), Q9H3R0;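 active = more than half of a compound's replicate wells show inhibition beyond 50%, single wells judged on their own value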;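 note: signal counts dimethyl H3K9 product captured on neutravidin plate; 0% = median of DMSO wells and 100% = 0.3 times that DMSO median; strong numbers were not always called active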
Target sequence (Q9H3R0 1-420 limits assumed): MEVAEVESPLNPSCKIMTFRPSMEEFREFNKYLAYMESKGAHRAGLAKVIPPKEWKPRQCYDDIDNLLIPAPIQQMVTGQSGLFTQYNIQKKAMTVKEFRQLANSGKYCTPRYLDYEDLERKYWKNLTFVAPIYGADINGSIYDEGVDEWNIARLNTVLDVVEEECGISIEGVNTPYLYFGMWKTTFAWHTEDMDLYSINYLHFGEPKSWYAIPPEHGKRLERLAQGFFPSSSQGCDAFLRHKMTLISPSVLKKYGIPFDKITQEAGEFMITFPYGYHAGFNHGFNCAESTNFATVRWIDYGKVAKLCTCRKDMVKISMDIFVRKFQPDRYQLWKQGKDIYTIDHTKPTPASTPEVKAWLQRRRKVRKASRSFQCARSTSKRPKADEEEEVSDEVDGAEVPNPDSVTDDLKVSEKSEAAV
GRK2 inh – compounds blocking aptamer binding on GRK2 – biochemical, human GRK2, bead flow cytometry, HTS, primary screen. AID 488847, 2010. inhibition of aptamer binding, % at 10 µM. FAM-aptamer displacement from GRK2. 330,000 compounds, 0.59% hits;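 active = inhibition of aptamer binding above 40%, roughly 3 SD of noise, on plates passing a quality check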;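 note: median bead fluorescence of bound FAM aptamer so fluorescent compounds give negative values; no value below 0 was filed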
PP5 primary – PP5 phosphatase inhibitors, primary screen, biochemical, fluorescence; Serine/threonine-protein phosphatase 5 (Homo sapiens), P53041; purified PP5c, OMFP substrate fluorescence; inhibition, % at 6.7 µM; 320,000 compounds, 0.18% hits; AID 1987, 2009;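 active = inhibition above the campaign's mean inhibition across all tested compounds plus 3 SD, cut at about 9.5% in these data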;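 note: 0% = DMSO only and 100% = 100 µM cantharidin control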
VLA-4 inh – inhibition in human VLA-4 binding assay, primary screen, VLA-4 allosteric modulator project, MLPCN library, flow cytometry, VLA-4 expressing cells; Integrin alpha-4 (Homo sapiens), P13612; ligand binding flow cytometry; inhibition, % (about 7 µM as worked out from the volumes in the protocol); 330,000 compounds, 0.2% hits; AID 2557, 2010; in the data active = inhibition above about 50%
procasp3 activ – activators of human procaspase-3 D3A mutant, primary screen, biochemical, absorbance, PC-3 D3A mutant, single concentration; recombinant procaspase-3 D3A, Ac-DEVD-pNA absorbance 405 nm; Caspase-3 (Homo sapiens), P42574; 330,000 compounds, 0.11% hits; activation, % at 8.5 µM;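 active = activation above the mean of all tested compounds plus 3 SD, cut at about 21% in these data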;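 note: 0% = DMSO alone and 100% = DMSO wells spiked with extra 5 µM PC-3 D3A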
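Test system: Procaspase-3 D3A mutant; medium: Zinc-free HEPES/NaCl buffer with 0.01% Triton X-100 at pH 7.4; reagent: DEVD-pNA substrate; doses: one concentration, 8.5 µM nominal, 0.8% DMSO; times: 1 h preincubation plus 2 h reaction at 25 °C; signal: Epi-absorbance at 405 nm of released p-nitroaniline, 0 and 120 min; replicates: singlicate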
PP1 inh – PP1-alpha phosphatase inhibitors, primary screen, counter-screen for PP5 inhibitor project, biochemical, fluorescence, OMFP substrate, single point | Serine/threonine-protein phosphatase PP1-alpha catalytic subunit (Homo sapiens), P62136 | purified PP1alpha | inhibition, % at 6.7 µM | 320,000 compounds, 0.9% hits;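 active = inhibition above the mean inhibition of all tested compounds plus 3 SD, computed separately for each screening campaign, cut at about 15% in these data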
Target sequence (P62136 whole entry, looked up): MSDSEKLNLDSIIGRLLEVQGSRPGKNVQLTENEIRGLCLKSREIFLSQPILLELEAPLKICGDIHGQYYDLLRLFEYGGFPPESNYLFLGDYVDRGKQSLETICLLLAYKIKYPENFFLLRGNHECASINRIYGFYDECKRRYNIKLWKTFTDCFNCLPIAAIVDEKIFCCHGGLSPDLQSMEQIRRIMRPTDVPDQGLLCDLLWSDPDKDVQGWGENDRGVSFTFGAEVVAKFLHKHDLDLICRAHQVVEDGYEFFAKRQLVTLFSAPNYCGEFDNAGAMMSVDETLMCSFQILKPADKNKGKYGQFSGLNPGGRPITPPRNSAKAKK
CTSL1 counter – Fasciola hepatica cathepsin L1 inhibitors, primary screen, counter-screen for PFM18AAP inhibitor project, biochemical, QFRET, fluorogenic peptide substrate; recombinant F. hepatica cathepsin L1, Z-Leu-Arg-MCA fluorescence; 300,000 compounds, 0.49% hits; inhibition, % at 5.96 µM;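 active = inhibition above the mean of all tested compounds plus 3 SD, set per screening campaign, cut at about 17% in these data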;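 note: 0% = plate median of test compound wells and 100% = 1 µM Z-Phe-Ala-diazomethylketone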
HCV core dimer – inhibitors of HCV core protein dimerization, primary screen, biochemical, TR-FRET, high-throughput; TR-FRET GST/Flag-core106 dimerization, 1536-well; inhibition, % at 5 µM; 300,000 compounds, 0.33% hits;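 active = inhibition above the mean of all tested compounds plus 3 SD, set per screening campaign, cut at about 45% in these data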
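Assay system – GST-tagged and Flag-tagged HCV core protein residues 1-106 · Quantity – core106 proteins, GST 13.5 nM and Flag 17 nM · Benchmarks – unlabelled core106 and no-GST-core106 wells · Read-out basis – percent inhibition of core106 dimerization signal · Detection – time-resolved FRET, ex 340 nm, em 617 and 671 nm · Schedule – 4 h at 22.5 °C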
The depositor's hits bear a star; nt = not tested or not shown.

SMILES	proCasp7 act	GASC-1 inh	GRK2 inh	PP5 primary	VLA-4 inh	procasp3 activ	PP1 inh	CTSL1 counter	HCV core dimer
CC1CCCCN1CC(=O)NCc1ccc2c(c1)OCO2 (stereo not given)	11.9	9.4	4.0	0.3	10.7	8.4	-2.0	-1.2	-0.1
CCOc1cc(C(=O)N(C)CC(=O)Nc2cccc(F)c2)ccc1OCC(=O)N1CCCCC1	6.9	0.0	3.0	-1.3	4.5	5.5	0.3	-5.3	2.0
Cc1cc(C(=O)Nc2cc(C)on2)on1	2.5	0.7	0.0	0.4	-18.3	5.7	-1.0	0.6	-9.3
NS(=O)(=O)c1ccc(CNS(=O)(=O)Cc2ccc(Cl)cc2)cc1	11.9	2.8	2.0	1.7	0.1	10.1	-2.9	-4.7	-7.0
Cc1cc2c(ncn2C)c(NS(=O)(=O)c2ccccc2Cl)c1C	3.5	21.9	1.0	-1.3	-8.4	-1.8	8.0	4.5	2.7
C/C(=N\NC(=O)c1ccncc1)c1cc2ccccc2oc1=O	0.8	1.3	0.0	2.7	10.0	-9.4	-0.5	-5.8	0.1
COc1ccc(S(=O)(=O)N2CCC(c3cc(-c4cccc5ccccc45)n[nH]3)CC2)cc1	1.5	1.3	6.0	1.8	16.1	0.8	-0.2	-0.6	32.7
CCNC(=O)CSc1nc2sccc2c(=O)n1-c1ccccc1	-3.4	-11.4	5.0	0.5	7.5	5.7	2.7	4.7	9.7
CCCCOc1ccc(C(=O)O)cc1	-8.1	13.5	3.0	-0.1	-7.3	0.0	-2.0	1.5	-5.6
CCOc1ccc(NS(=O)(=O)c2ccc(-c3cnc(C4CC4)o3)cc2)cc1	-5.2	15.8	4.0	6.3	0.8	-5.5	4.2	-1.6	-1.3
O=C(c1ccccc1[N+](=O)[O-])N1CCCN(C(=O)c2ccccc2[N+](=O)[O-])CC1	2.3	-1.8	0.0	1.6	8.7	2.3	-6.8	-4.5	5.1
COc1ccc(C2=Nn3c(nnc3-c3ccccc3F)SC2)cc1OC1CCOC1 (stereo not given)	-6.9	4.6	2.0	nt	-0.7	6.1	nt	nt	nt
COC(=O)c1ccc(NC(=O)c2cc(-c3ccncc3)nc3ccccc23)cc1	-1.4	-0.1	2.0	5.2	39.7	0.7	0.6	nt	nt
O=Cc1c(NCc2cccc(F)c2)c2ccccc2[nH]c1=O	3.4	6.3	4.0	3.1	0.7	0.9	3.2	-0.7	5.3
CCC(Cc1ccccc1)NS(=O)(=O)c1csc(C(N)=O)c1 (stereo not given)	-0.1	14.4	0.0	2.2	1.8	-8.2	5.8	1.5	-7.0
O=C(O)CN1C(=O)/C(=C\c2cn(CC(=O)N3CCOCC3)c3ccccc23)SC1=S	-21.8	2.0	1.0	2.7	8.2	-3.6	-0.8	8.1	-20.6
COc1ccc(CCNC(=O)C(=O)NCC2OCCN2S(=O)(=O)c2cccs2)cc1OC (stereo not given)	2.5	3.8	0.0	0.8	-1.6	2.6	-3.0	-1.2	23.0
Cc1nn(CCC#N)c(N)c1C1(O)C(=O)Nc2c(Cl)cc(Cl)cc21 (stereo not given)	-9.4	-12.6	0.0	0.5	-6.3	-6.9	2.1	-8.2	-5.5
Cc1nc2ccc(S(=O)(=O)NCC(=O)NC(C)c3ccccc3)cc2s1 (stereo not given)	2.5	7.0	2.0	-6.2	9.1	3.1	-5.0	-0.7	0.8
CC(C)COc1ccc(C(=O)NCc2ccco2)cc1	1.1	9.1	0.0	1.5	-1.7	1.6	1.3	1.3	19.9
CCOC(=O)c1cnc2c(OC)cccc2c1N1CCN(c2ccccc2OC)CC1	-3.8	7.6	0.0	6.0	-9.4	2.0	1.8	1.6	11.2
N=c1ccn(Cc2cccc(Cl)c2)cc1	10.0	-5.0	3.0	2.4	25.0	1.6	-2.5	1.1	-1.9
CCn1cc(C(=O)OCc2cccc(Br)c2)c(=O)c2ccc(C)nc21	5.1	2.1	1.0	3.8	53.6*	4.8	7.5	-1.7	7.0
Cc1cc(Cl)c(S(=O)(=O)NCc2cccnc2)cc1OCC(N)=O	-7.9	6.6	0.0	0.9	-0.2	7.9	-1.1	1.0	-1.4
CCOC(=O)N1CCN(C(=O)CSc2nc3c(c(=O)n2-c2ccccc2OC)SCC3)CC1	-6.7	4.7	3.0	-1.5	1.5	-7.0	2.9	-0.7	0.0
Cn1c(-c2sc3ccccc3c2Cl)n[nH]c1=S	-22.4	-1.8	1.0	-1.4	10.7	-21.2	-5.0	-1.5	0.7
COc1ccc(S(=O)(=O)Nc2cc(C)ccn2)cc1OC	0.1	14.2	0.0	2.9	1.9	10.4	0.1	-0.3	-2.0
COCCOC(=O)C(CC(=O)O)NCc1ccco1 (stereo not given)	2.1	4.2	0.0	-2.5	-1.7	4.9	-6.0	1.4	4.1
Cc1cccc(OCC(O)CN2CCN(c3ccccn3)CC2)c1C (stereo not given)	2.1	-8.5	0.0	3.1	11.9	0.6	1.8	1.1	-9.7
CC(=O)c1cn(Cc2ccccc2)c(=O)[nH]c1=O	-6.8	-1.1	0.0	-0.1	17.7	7.1	-2.7	-1.3	-1.1

3 of the entries above in order of the GASC-1 inh value, highest first.
SMILES | GASC-1 inh
Cc1nc2ccc(S(=O)(=O)NCC(=O)NC(C)c3ccccc3)cc2s1 (stereo not given) | 7.0
CCn1cc(C(=O)OCc2cccc(Br)c2)c(=O)c2ccc(C)nc21 | 2.1
O=C(O)CN1C(=O)/C(=C\c2cn(CC(=O)N3CCOCC3)c3ccccc23)SC1=S | 2.0

Additional compounds
SMILES	proCasp7 act	GASC-1 inh	GRK2 inh	PP5 primary	VLA-4 inh	procasp3 activ	PP1 inh	CTSL1 counter	HCV core dimer
CC(C)(C)c1ccc(C(=O)NC(=S)Nc2ccc(N3CCOCC3)cc2)cc1	0.9	4.6	5.0	-2.9	-8.1	3.5	-5.1	-2.3	4.2
COc1ccccc1C(=O)NC(=O)COC(=O)c1ccco1	-9.5	8.7	2.0	-1.6	1.1	-2.1	-3.4	-7.6	-12.8
N#CCOC(=O)c1c2c(nc3ccccc13)CCC2	2.6	-7.0	6.0	-1.0	-1.9	-4.2	0.6	9.8	-3.3
CC(=O)Oc1ccc(N(C(C)=O)S(=O)(=O)c2ccc(Cl)cc2)c2ccccc12	-8.7	17.4	1.0	-0.5	9.1	-7.5	3.7	-6.3	-4.1
O=C(N/N=C/c1nn(-c2ccccc2)cc1-c1ccc(Cl)cc1)c1ccncc1	12.0	-2.0	0.0	-2.1	-4.3	6.4	0.8	1.6	4.1
Cc1ccc2nc3c(c(Nc4ccc5c(c4)OCCO5)c2c1)CCC3	2.5	5.3	2.0	2.6	15.4	-2.0	0.6	0.1	1.4
CC(=O)c1cccc(N(C(=O)c2ccco2)C(C(=O)NC2CCCC2)c2ccc(N3CCOCC3)cc2)c1 (stereo not given)	5.5	-5.3	4.0	2.0	-8.6	4.4	-1.2	-1.1	-4.3
O=C(COC(=O)c1ccccc1)NCC1CCCO1 (stereo not given)	3.0	1.8	0.0	3.2	4.3	3.2	-2.9	-3.1	-6.3
C=CCn1c(NCCO)nc2c1c(=O)n(C)c(=O)n2C	17.9	-3.4	2.0	2.5	-3.1	7.7	1.4	-3.3	1.2
CCn1cc(CNC(=O)c2cc(Cl)ccc2OC)c(C)n1	2.1	5.1	1.0	4.0	7.8	3.1	-3.4	3.5	7.1
CC(=O)Nc1ccc(NC2(C)C(=O)c3ccccc3C2=O)cc1	4.8	0.9	0.0	0.8	18.5	-0.1	-1.2	2.6	4.0
CC(C)c1ccc2c(c1)CCC1C(C)(CN)CCCC21C (stereo not given)	-4.6	-5.2	0.0	2.2	14.9	-3.0	-1.3	-0.3	-4.3
O=C(O)c1cnc(-c2ccccc2)nc1C(F)(F)F	1.6	-0.3	1.0	1.4	1.9	-12.6	0.5	2.1	-5.2
CC(=O)c1ccc(NC(=O)CCC(=O)OCC(=O)c2cccc([N+](=O)[O-])c2)cc1	-4.7	1.3	0.0	0.6	23.9	10.9	3.8	-11.9	-7.9
COc1ccc([N+](=O)[O-])cc1NS(=O)(=O)Cc1ccccc1	-5.0	-4.4	0.0	0.1	25.7	-1.4	-1.6	0.4	-3.3
COc1ccccc1N1CCN(CCNC(=O)Nc2cccc(C)c2C)CC1	12.3	-2.2	0.0	0.8	4.9	-9.2	-0.2	-1.1	-6.2
CC(C)CC(NC(N)=O)C(=O)OCC(=O)N(Cc1ccccc1)Cc1ccccc1 (stereo not given)	-5.8	-1.4	0.0	0.9	4.0	4.3	3.0	-6.4	-1.5
CS(=O)(=O)c1nsc2nc(=O)c(/C=C3\C=Nc4ccccc43)c(N)n12	-8.5	19.9	8.0	-0.4	6.2	3.3	2.1	-1.1	-3.0
O=C1/C(=C/c2ccccc2)CCC1C1CCCC1 (stereo not given)	-4.2	7.1	1.0	-1.8	9.8	4.5	0.9	3.0	9.2
Oc1[nH]c2ccccc2c1N=Nc1ccc(F)cc1	3.5	-1.8	1.0	5.9	5.2	-1.4	3.4	1.3	-10.7
COc1ccccc1OC(C)C(=O)N1CC(=O)Nc2ccccc21 (stereo not given)	-1.1	5.6	0.0	0.3	-5.5	1.5	-0.2	-1.6	-4.9
O=C(Nc1nc2ccccc2[nH]1)c1ccc(Cl)c(S(=O)(=O)N2CCCC2)c1	8.1	3.8	0.0	-0.6	7.2	-6.3	0.4	-1.6	11.8
CCN1CCCC1CNC(=O)c1ccc(N2CCOCC2)c(NS(=O)(=O)c2ccc(OC)cc2)c1 (stereo not given)	0.8	0.8	0.0	-1.9	10.9	-12.7	1.9	-2.8	-0.4
CCc1nc2c(C#N)c(-c3ccc(Cl)cc3)ccn2n1	0.4	7.1	2.0	0.5	2.8	5.7	-1.3	4.2	0.8
COCc1cc(C)nc(Nc2ccc(C)cc2C)c1C#N	6.6	17.0	0.0	0.2	-5.6	3.1	-2.6	6.6	15.2
